BoNT F protease – BoNT F light chain protease inhibition; Multiplex microsphere protease cleavage assay, flow cytometry; inhibition, % at 10 µM; 0.22% of 360,000 active; in the data active = inhibition above about 35%, passing the limit was not always enough; inconclusive = no clear call, values can overlap the other calls; note: plate controls were buffer without enzyme for full effect and enzyme alone for no effect
PrPC surface inh – inhibitors of human cell surface prion protein PrPC; P04156; TR-FRET read-out; inhibition, % at 13.8 µM; 0.43% of 370,000 active; in the data active = inhibition above about 24%; note: 0% = median of the test wells and 100% = reference compound wells
FadD28 FP inh – inhibitors of Mycobacterium tuberculosis FadD28 bisubstrate binding; FadD28 bisubstrate probe binding, fluorescence polarization; inhibition, % at 12.5 µM; 0.22% of 360,000 active; in the data active = inhibition above about 8.5%, passing the limit was not always enough; inconclusive = no clear call, values can overlap the other calls
Mtb UGM inh – blocks M. tuberculosis UGM enzyme; P9WIQ1; purified UGM, fluorescence polarization probe displacement; inhibition, % at 10 µM; 0.06% of 320,000 active; in the data active = inhibition above about 10%, passing the limit was not always enough; inconclusive = no clear call, values can overlap the other calls
Target sequence (P9WIQ1 whole entry, looked up): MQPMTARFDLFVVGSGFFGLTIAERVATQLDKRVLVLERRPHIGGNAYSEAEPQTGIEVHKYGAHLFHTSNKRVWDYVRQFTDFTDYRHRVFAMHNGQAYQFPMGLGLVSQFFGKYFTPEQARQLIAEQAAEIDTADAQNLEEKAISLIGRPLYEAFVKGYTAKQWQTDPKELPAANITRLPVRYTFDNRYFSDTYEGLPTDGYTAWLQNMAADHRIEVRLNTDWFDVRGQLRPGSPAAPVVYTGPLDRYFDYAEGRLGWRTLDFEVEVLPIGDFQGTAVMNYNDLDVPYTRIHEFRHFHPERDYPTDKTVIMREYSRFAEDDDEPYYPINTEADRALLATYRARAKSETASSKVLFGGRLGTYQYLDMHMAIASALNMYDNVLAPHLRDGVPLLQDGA
BoNT-A LC inh2 – blocks Botulinum neurotoxin A light chain protease | multiplex microsphere protease substrate cleavage, flow cytometry | inhibition, % at 10 µM | 0.17% of 360,000 active; in the data active = inhibition above about 30%; inconclusive = no clear call, values can overlap the other calls; note: plate controls were buffer without enzyme for full effect and enzyme alone for no effect
GDH-TPI inh – GDH-TPI coupled enzyme inhibition counter-screen | 1.2% of 360,000 active | GDH-TPI coupled enzyme counterscreen, NADH absorbance | AID 588335 | inhibition, % at 4.8 µM;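 note: 0% = DMSO wells and 100% = wells lacking the enzyme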
BioA inh – BioA (M. tuberculosis) enzyme inhibition | purified M. tuberculosis BioA enzyme, plate reader | inhibition, % at 9.99 µM | 0.096% of 360,000 active; in the data active = inhibition above about 40%; inconclusive = no clear call, values can overlap the other calls
FBA Mtb inh – inhibitors of M. tuberculosis fructose-bisphosphate aldolase | P9WQA3 | inhibition, % at 1 µM | purified M. tuberculosis FBA, fluorescence read-out | 2.3% of 360,000 active; in the data active = inhibition above about 27%;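 note: 0% = vehicle and 100% = reference inhibitor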
Target sequence (P9WQA3 whole entry, looked up): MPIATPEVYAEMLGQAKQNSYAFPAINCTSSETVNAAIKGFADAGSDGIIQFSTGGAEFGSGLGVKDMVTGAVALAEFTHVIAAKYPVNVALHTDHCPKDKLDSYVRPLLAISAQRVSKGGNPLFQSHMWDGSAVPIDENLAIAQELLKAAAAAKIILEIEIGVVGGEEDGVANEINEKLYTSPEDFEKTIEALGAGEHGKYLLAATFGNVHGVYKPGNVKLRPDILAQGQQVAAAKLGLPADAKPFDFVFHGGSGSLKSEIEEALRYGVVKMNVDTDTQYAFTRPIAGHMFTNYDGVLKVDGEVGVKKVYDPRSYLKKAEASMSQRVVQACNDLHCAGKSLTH
CCHF vOTU inh – blocks the CCHF virus ovarian tumor domain protease; CCHFV vOTU protease, Pep-AMC fluorescence; inhibition, % at 11.5 µM; 0.55% of 370,000 active; note: 0% = vehicle wells with enzyme and 100% = no enzyme wells
* marks the source's active call; other numbers are inactive results; ? = inconclusive; . = not tested or not shown; & = joins results of further samples. Cut-off read from the data, not from the text of the source, unless noted: active = inhibition above about 30%; inactive = the rest.

SMILES	BoNT F protease	PrPC surface inh	FadD28 FP inh	Mtb UGM inh	BoNT-A LC inh2	GDH-TPI inh	BioA inh	FBA Mtb inh	CCHF vOTU inh
Cc1c(CCC(C)C)c(-n2ccnc2C)n2c(nc3ccccc32)c1C#N	18	-7	0.3	0.8	0.2	14	-1.0	2	1
COc1ccc(S(=O)(=O)N2CCN(c3ccccc3)CC2)cc1OC	.	-1	-0.9	.	.	5	-1.3	-2	2
Clc1ccc(Cn2ncc3c(NCCN4CCOCC4)ncnc32)cc1	?	-4	0.0	0.9	-0.8	4	-1.1	6	4
Cc1ccc(C(=O)NNC(=O)c2cccc(Br)c2)cc1	?	-10	-3.9	-2.7	5.2	2	-3.4	-1	14
C=CCn1c(O)c(C(C)=NCCO)c(=O)[nH]c1=O	0	1	-0.9	3.4	0.2	-4	-1.7	-2	-6
CCCCNC(=O)c1ccc2nc(CC)c(N(CCC(C)C)CCN(C)C)n2c1	1	-6	-3.2	.	0.0	-4	0.2	-2	1
COC[C@@H]1CCCN1c1ccc2c(c1)O[C@H](COCc1ccccc1)CN([C@@H](C)c1ccccc1)S2(=O)=O	-4	2	.	.	-0.2	.	.	.	7
O=C(O)CC(NC(=O)COc1ccc(Cl)cc1Cl)C(=O)O (configuration not stated)	0	-2	0.6	3.2	1.7	-7	-5.5	4	10
Cc1cccc(C)c1NC(=O)CSc1nc2c([nH]1)c(=O)n(C)c(=O)n2C	2	12	-0.4	-2.0	-0.7	2	5.8	1	-3
Cn1c(=O)c2c(nc(SCC(=O)NCc3ccc4c(c3)OCO4)n2Cc2ccc(Cl)cc2)n(C)c1=O	5	-1	-0.5	-0.2	-0.1	9	.	-5	-3
Cn1cccc1Cc1nnc(SCC(=O)N2CCCCCC2)n1CCc1ccccc1	-3	4	-1.1	-2.6	-1.0	8	-0.3	-2	-3
C[n+]1c(-c2ccccc2)cc(-c2ccc(Cl)cc2)cc1-c1ccccc1	4	-10	-4.0	0.4	0.3	-5	.	71*	-13
CCCCOc1ccc(C(O)(CCN2CCOCC2)c2ccccc2)cc1 (configuration not stated)	2	-11	-3.9	0.9	-0.7	-9	0.1	1	4
CCc1cc(SC#N)cc(CC)c1NC(=O)CCl	-6	2	-1.7	-3.3	-1.8	0	.	2	0
C[C@@H]1NC(=O)c2cc([N+](=O)[O-])cc(I)c2NCCCC[C@@H](C(N)=O)NC(=O)[C@H](CCC(=O)O)NC1=O	-6	.	-1.1	3.9	-0.3	13	-1.1	1	.
CCCNC(=O)NNC(=O)c1cc(-c2ccc3c(c2)OCO3)nc2ccccc12	1	-5	-3.4	4.1	2.6	12	-1.4	3	21
COc1cc(NC(=S)N2CCN(C)CC2)cc(OC)c1	?	6	-0.5	-3.0	-0.1	2	-0.2	2	-6
CC(=O)c1sc(NC(=O)COc2ccc(Cl)cc2C)nc1C	-5	2	-0.9	8.1	0.0	3	.	0	14
O=C(CCCCN1CCCCC1)c1ccccc1	5	-10	-0.3	1.0	-1.2	12	-1.4	-2	3
COc1ccc(OC)c(C2/C(=C(\O)c3ccc4c(c3)OCCO4)C(=O)C(=O)N2CC2CCCO2)c1 (configuration not stated)	-1	4	-5.6	0.1	5.4	14	1.1	-1	14
Cn1c(=O)c(C(=O)Nc2ncccn2)c(O)c2ccccc21	-5	-4	-3.7	?	0.0	17	-1.8	8	4
O=C(O)c1cccc(CSc2ncn[nH]2)c1	-1	-6	-1.3	-1.7	-0.9	8	.	1	-4
COCCNC(=O)c1cc2c(c(-c3cccc(-c4cccc(OC)c4)c3)n1)[C@H](CCO)N(S(=O)C(C)(C)C)C2 (some centres not stated)	-16	-5	-2.0	.	0.3	.	1.4	-2	-6
CCc1cc(Cl)c(OC)c(C(=O)NC[C@@H]2CCCN2CC)c1O	-1&4	3&-2	-4.9&-1.7	-0.7	-0.5&-0.1	4&-9	-2.5&-0.2	2&4	5&-2
COCC(C)NC(=O)c1cccc([N+](=O)[O-])c1 (configuration not stated)	-2	-8	-1.6	-0.3	0.2	-3	.	3	-7
CN1CC(=O)N(CC(=O)Nc2ccc(Cl)c(C(F)(F)F)c2)C1=O	-1	-3	-1.1	-0.4	1.0	7	2.5	-4	-1
Cc1ccc(C(=O)COC(=O)c2ccc3c(c2)C(=O)N(c2cccc4ncccc24)C3=O)cc1	-2	0	-0.5	-1.5	0.6	10	.	1	-6
O=S(=O)(NC1CCCCCC1)c1ccc(Br)s1	1	-7	-3.9	-2.3	0.0	4	-1.9	4	11
CCC(=O)N1N=C(c2ccc(NS(=O)(=O)c3ccc(C)cc3)cc2)CC1c1ccco1 (configuration not stated)	-3	11	-2.6	-0.4	-7.6	2	-0.6	2	19
CC(Nc1cc(N2CCN(S(C)(=O)=O)CC2)ccc1[N+](=O)[O-])c1ccccc1 (configuration not stated)	-1	-15	-3.6	-1.0	-0.5	10	.	-7	6
Cc1nc(-c2ccc(Cl)cc2)sc1C(=O)NN	17	5	-4.8	-0.2	5.3	-1	-1.0	1	-1
CCN(c1cccc2ccccc12)S(=O)(=O)c1cccs1	-9	5	0.9	1.0	0.9	0	-1.9	6	5
CCC(=O)c1ccc2c(c1)N(CCCN(C)C)c1ccccc1S2	-17	-19	-2.9	-0.7	1.8	4	1.8	-3	7
O=C(NCc1ccc2c(c1)OCO2)C1CC(=O)N(CCc2ccc(Cl)cc2)C1 (configuration not stated)	-1	1	-6.0	0.0	-2.6	-5	0.0	-4	12
O=C1O[C@@H](c2ccccc2)C[C@@H](O)[C@H](O)CCc2ccccc21	0	-4	.	.	-0.4	.	.	.	-5
COc1ccccc1OCC(=O)N1CCCCCC1	-8	5	-1.9	.	-0.3	1	0.1	-1	4
CC(=O)c1ccc(N=Nc2ccc(N(C)C)cc2)cc1	-3	9	-1.0	1.9	0.3	6	-2.3	3	2
COc1ccc(NC(=O)Cc2c(C)n(C(=O)c3ccc(Cl)cc3)c3ccc(OC)cc23)cc1	0	2	-0.6	-0.6	0.1	13	.	0	-10
CN1CCCN(S(=O)(=O)c2ccc3c(c2)OCCO3)CC1	2	2	-0.2	-0.2	-0.1	-4	.	1	8
CCC(C)(C)n1nnnc1CN1CCC(c2nc3ccc(C)cc3[nH]2)CC1	-9	33*	-3.2	1.9	0.4	11	.	4	-2
CCC(NC(=S)NCc1ccc(F)cc1)c1ccc(C)cc1 (configuration not stated)	5	1	-4.0	-0.2	1.2	4	0.5	1	24
COc1cc(/C=N/n2c(SC)nnc(C(C)(C)C)c2=O)ccc1O	-7	2	-2.4	1.3	-0.7	26	-0.1	-2	3
CS(=O)(=O)c1nc(S(=O)(=O)c2ccc(Cl)cc2)c(N2CCC(O)CC2)s1	7	6	-4.4	2.9	0.4	8	1.7	-2	3
CC1=C(C(=O)OC(C)C)C(C)C(C(=O)OC(C)C)=C(C)N1	-5	-4	-0.7	0.5	-0.5	10	3.1	5	0
Cc1cc(C(=O)NNC(=O)c2cccc(N(C)C)c2)c(C)o1	6	-5	-0.3	0.4	-3.7	8	-1.8	2	-10
CCCCOc1ccc(C(C)(O)CCN2CCOCC2)cc1 (configuration not stated)	-41	-5	-1.9	3.0	-0.9	16	0.0	4	8
CCN(CC)C(=O)C1=C(C)N(Cc2ccc(OC)cc2)C(=O)C(CC(=O)NC(c2ccccc2)c2ccccc2)C1 (configuration not stated)	1	-2	-1.9	.	0.1	5	-2.8	-2	9
CCN(CC)CCCN1C=C2C(=O)C(C)(OC(=O)C3CCCC3)C(=O)C(c3ccccc3)=C2C=C1CCCC(=O)OC (configuration not stated)	-45	-9	-1.9	1.9	1.0	2	-0.7	-2	3
C=CCN=C1NN=C(c2ccc3c(c2)OCCO3)CS1	-6	-3	1.6	0.6	1.2	11	-0.4	3	1
CC1Oc2ccccc2N(CC(=O)NCCCN2CCOCC2)C1=O (configuration not stated)	-1	2	1.3	-1.0	0.0	0	-0.3	0	-7
Cc1ccccc1CN1C2=NCCN2c2ccccc21	3	-11	-0.9	1.2	0.0	0	1.0	4	13
O=C(NCc1ccccc1Cl)c1cccc(NC(=O)c2ccccc2)c1	-3	6	-2.4	0.0	-0.2	-2	4.6	0	9
CC(=O)C(=Cc1cn(-c2ccccc2)nc1-c1ccccc1)C(C)=O	4	-1	-3.8	3.3	0.0	5	2.5	3	2
COc1ccc2c(c1)O/C(=C\c1ccco1)C2=O	-7	0	-0.1	-3.9	0.1	18	1.5	-1	-7
Clc1cccc(C2Nc3cccc4cccc(c34)N2)c1Cl	?	2	-0.1	0.0	6.7	8	0.7	-2	2
CS(=O)(=O)c1ccc(-n2nnc3ccccc32)c([N+](=O)[O-])c1	1	-29	-3.2	-0.2	-0.5	5	4.6	-4	3
CC1CCCN(C(=S)NCCc2ccccc2)C1 (configuration not stated)	6	-6	-0.3	-0.3	-0.7	7	0.3	0	-4
Cc1cc(OC(=O)c2ccc(S(=O)(=O)N3CCCCC3)cc2)c([N+](=O)[O-])c(=O)[nH]1	-27	-1	-3.9	-0.9	-4.6	-2	.	-1	-8
COc1ccc(CC2c3cc(OC)c(OC)cc3CC[N+]2(C)CCC(=O)OCCCCCOC(=O)CC[N+]2(C)CCc3cc(OC)c(OC)cc3C2Cc2ccc(OC)c(OC)c2)cc1OC (configuration not stated)	-22	2	-4.7	-1.5	-1.9	-11	-1.1	-3	6
COc1ccc(Cl)cc1Nc1nc(N)c2ccccc2n1	?	-5	-0.9	-0.8	-0.2	-7	0.5	1	15

Compounds above that contain two or more sulfur atoms (3):
SMILES	BoNT F protease	PrPC surface inh	FadD28 FP inh	Mtb UGM inh	BoNT-A LC inh2	GDH-TPI inh	BioA inh	FBA Mtb inh	CCHF vOTU inh
O=S(=O)(NC1CCCCCC1)c1ccc(Br)s1	1	-7	-3.9	-2.3	0.0	4	-1.9	4	11
CCN(c1cccc2ccccc12)S(=O)(=O)c1cccs1	-9	5	0.9	1.0	0.9	0	-1.9	6	5
CS(=O)(=O)c1nc(S(=O)(=O)c2ccc(Cl)cc2)c(N2CCC(O)CC2)s1	7	6	-4.4	2.9	0.4	8	1.7	-2	3

New compounds follow:
SMILES	BoNT F protease	PrPC surface inh	FadD28 FP inh	Mtb UGM inh	BoNT-A LC inh2	GDH-TPI inh	BioA inh	FBA Mtb inh	CCHF vOTU inh
CCOC(=O)C1=C(CP(=O)(c2ccccc2)c2ccccc2)NC(=O)NC1c1ccc(Cl)cc1 (configuration not stated)	-3	2	-5.0	0.3	-0.5	0	.	-1	2
Cc1c(C(=O)N/N=C/c2ccc(O)c(Br)c2)sc(N)c1C#N	-2	-4	1.5	4.6	2.9	29	.	-3	21
COc1ccc(C(C)=O)cc1COC(=O)c1cccnc1SC	-1	4	-3.2	0.6	0.3	3	.	6	9
Cn1c(=O)c2c(nc(Oc3ccccc3)n2C)n(C)c1=O	17	4	0.2	0.1	0.9	2	0.4	1	7
C#CCOCCOCCOCCNc1nc(N2CCN(C(=O)C([C@@H](C)O)n3cc([C@@H](N)CCCCN)nn3)CC2)nc(N2CCN(C(=O)[C@H](CO)n3cc([C@@H](N)C(C)C)nn3)CC2)n1 (some centres not stated)	-17	-5	-3.5	1.3	-0.7	-6	-1.8	0	10
Cc1nc(-c2c(C(=O)NNC(=O)Nc3c(C)cccc3C)noc2C)cs1	?	2	-0.2	0.9	?	-9	.	1	1
O=C(COC(=O)c1ccc(O)cc1)NCCc1c[nH]c2ccccc12	-7	9	-3.5	-1.3	-0.3	2	4.0	1	10
O=C(/C(=C(\[O-])c1ccccc1)[n+]1ccc2ccccc2c1)c1ccc([N+](=O)[O-])cc1	5	-3	-0.4	-1.3	1.0	15	.	0	14
Nc1c(Br)cc(Br)c(N2CCCC2=O)c1Br	-10	0	-3.5	2.3	0.4	-10	1.4	-2	12

Structures shown so far with a COOH group (three):
SMILES	BoNT F protease	PrPC surface inh	FadD28 FP inh	Mtb UGM inh	BoNT-A LC inh2	GDH-TPI inh	BioA inh	FBA Mtb inh	CCHF vOTU inh
O=C(O)CC(NC(=O)COc1ccc(Cl)cc1Cl)C(=O)O (configuration not stated)	0	-2	0.6	3.2	1.7	-7	-5.5	4	10
C[C@@H]1NC(=O)c2cc([N+](=O)[O-])cc(I)c2NCCCC[C@@H](C(N)=O)NC(=O)[C@H](CCC(=O)O)NC1=O	-6	.	-1.1	3.9	-0.3	13	-1.1	1	.
O=C(O)c1cccc(CSc2ncn[nH]2)c1	-1	-6	-1.3	-1.7	-0.9	8	.	1	-4

Compound activity from PubChem.
